Bioassay records (PubChem)
TEAD-YAP inh: TEAD-YAP interaction inhibition. HEK-TIYL cells, TEAD-Gal4/YAP UAS-luciferase luminescence. AID 1259422. inhibition, % at 9.12 µM. 1.4% of 640,000 active; in the data active = inhibition above about 32%;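 note: 0% = median of test compound wells and 100% = reference inhibitor wells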
GPR151 activ: human GPR151 activation. PathHunter beta-arrestin GPR151 cells, luminescence. Q8TDV0. activation, % at 11.2 µM. 1% of 650,000 active; in the data active = activation above about 4.9%;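 note: 0% = median of compound wells and 100% = cells with positive control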
Target sequence (Q8TDV0 whole entry, looked up): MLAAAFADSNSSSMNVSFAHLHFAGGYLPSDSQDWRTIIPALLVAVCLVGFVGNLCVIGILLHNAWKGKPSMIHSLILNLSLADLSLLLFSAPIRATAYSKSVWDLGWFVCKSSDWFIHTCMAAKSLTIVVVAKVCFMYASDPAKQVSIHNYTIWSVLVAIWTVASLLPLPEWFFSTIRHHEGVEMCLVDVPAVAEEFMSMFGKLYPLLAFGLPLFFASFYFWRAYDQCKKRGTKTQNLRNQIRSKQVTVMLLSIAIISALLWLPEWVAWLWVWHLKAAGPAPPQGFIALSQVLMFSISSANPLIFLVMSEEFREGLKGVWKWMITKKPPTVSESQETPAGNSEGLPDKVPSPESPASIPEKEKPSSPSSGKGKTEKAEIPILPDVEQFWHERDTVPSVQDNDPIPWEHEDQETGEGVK
FBW7 act: activators of human E3 ligase FBW7. Q969H0. AlphaScreen FBW7–phospho-cyclin E peptide binding, activator screen. normalized activity (activation), % at 26.1 µM. 0.13% of 650,000 active; in the data active = normalized activity above about 1.9%;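 note: purified mutant Fbw7 with reduced substrate affinity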
MITF inh: inhibitors of human MITF | inhibition, % at 2.6 µM | 0.91% of 650,000 active | AlphaScreen MITF homodimerization, bead proximity signal | AID 1259374; in the data active = inhibition above about 50%;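 note: 0% = vehicle wells with protein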
Target sequence (O75030 whole entry, looked up): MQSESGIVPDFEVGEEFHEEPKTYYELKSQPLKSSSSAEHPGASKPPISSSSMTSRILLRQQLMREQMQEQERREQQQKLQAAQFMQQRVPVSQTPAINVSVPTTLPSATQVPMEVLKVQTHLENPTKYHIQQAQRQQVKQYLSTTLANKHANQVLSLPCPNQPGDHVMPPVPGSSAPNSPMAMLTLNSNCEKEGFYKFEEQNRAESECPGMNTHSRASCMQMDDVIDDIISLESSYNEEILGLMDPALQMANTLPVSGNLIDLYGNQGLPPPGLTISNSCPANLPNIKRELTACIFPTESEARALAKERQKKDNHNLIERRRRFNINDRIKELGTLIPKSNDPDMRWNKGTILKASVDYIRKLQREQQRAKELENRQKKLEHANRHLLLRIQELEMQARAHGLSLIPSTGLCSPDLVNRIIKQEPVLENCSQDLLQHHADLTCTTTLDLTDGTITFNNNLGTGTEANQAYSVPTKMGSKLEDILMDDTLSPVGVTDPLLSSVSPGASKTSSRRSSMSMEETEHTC
The depositor's hits bear a star; & = joins results of further samples. Compounds as they come; overall some 3.4% were active at least once.

SMILES | TEAD-YAP inh | GPR151 activ | FBW7 act | MITF inh
CCN(CC)C(=O)Cn1nc2c3c4c(sc3ncn2c1=O)CC(C)CC4 (stereo not given) | 5 | -0.6 | 0.1 | 18
CCC(C)NC(=O)CSc1nc2ccsc2c(=O)n1CCCC(=O)NCc1ccc2c(c1)OCO2 (stereo not given) | 5 | -0.3 | 0.0 | 2
Cc1cccc(-n2cnc3cc(C(=O)NCCC4=CCCCC4)ccc32)c1 | 6 | 1.1 | 0.0 | 10
O=C1c2nc3ccccn3c2C(=O)N1Cc1ccccc1 | 4 | 2.3 | -0.4 | -7
CN(Cc1ccccc1)C(=O)CN(Cc1ccc(Br)cc1)S(=O)(=O)c1ccccc1 | 0 | -1.5 | 0.0 | -4
COc1ccc(N2C(=O)CC(N(O)c3ccccc3)C2=O)cc1 (stereo not given) | -55 | 0.4 | -0.3 | -2
CCOC(=O)C1CCN(CC(O)COc2ccc(-c3ccccc3)cc2)CC1 (stereo not given) | -4 | -1.0 | -0.2 | -7
CN(C)c1ccc(NS(=O)(=O)c2cc3c4c(c2)CC(=O)N4CCC3)cc1 | -3 | 1.1 | -0.1 | 9
COCCN1C(=O)CC(N2CCN(c3ccc(F)cc3)CC2)C1=O (stereo not given) | -4 | -1.1 | -0.1 | -12
CC1=Nc2ncnn2C(c2ccccc2)/C1=N\O (stereo not given) | 6 | 1.2 | -0.1 | 32
Cn1ccnc1C1(O)COC2(CCN(C(=O)c3ccc4c(c3)OCCO4)CC2)C1 (stereo not given) | 5 | 0.5 | -0.1 | -4
CN1C(=O)/C(=c2\sc3n(c2=O)CN(c2ccccc2)CN=3)c2ccccc21 | -9 | -0.5 | 0.0 | -6
Cc1ccc(-c2csc(NC(=O)c3ccc(C(=O)c4ccccc4)cc3)n2)cc1C | 0 | 3.8 | -0.1 | -8
CCC(C)C(NC(=O)C1CCC(C)CC1)C(=O)NCCc1ccc(S(N)(=O)=O)cc1 (stereo not given) | -3 | -0.9 | -0.2 | -6
CCN1C(=O)CC(C(=O)Nc2cccc(C(=O)O)c2)SC1=Nc1cccc(Cl)c1 (stereo not given) | -6 | 0.4 | -0.2 | -3
CCOc1cccc(C2C(C(=O)OC)=C(C)NC3=C2C(=O)CC(C)(C)C3)c1 (stereo not given) | 9 | 0.2 | 0.3 | 10
CC(C)c1ccc(NC(=S)NN2CCOCC2)cc1 | -30 | 0.9 | 0.1 | 16
CNC(=O)N1C(=O)C(=O)c2ccccc21 | 4 | -1.4 | -0.1 | 8
COc1cccc(C2CC(c3ccc(C)cc3)n3nc(N)nc3N2)c1 (stereo not given) | 8 | 2.3 | -0.1 | -1
CC(NC(=O)c1ccc(Cl)cc1)c1nnc(SCC(=O)NC2CCCCC2)n1C (stereo not given) | -1 | -0.1 | 0.1 | 1
CCC1=[N+]([O-])C(C)(/C(C)=N\Nc2ccccc2)N(O)C1(C)C (stereo not given) | -6 | -0.8 | 0.5 | 8
O=C1OC(c2ccc(Br)o2)=N/C1=C\c1cccc(Br)c1 | 4 | -1.1 | 0.1 | 13
CCCCCOC(=O)CSc1nc2sc3c(c2c(=O)n1-c1ccc(OC)cc1)CCCCC3 | 2 | 2.1 | 0.1 | 2
CC(C)CCNc1ncnc2c1nc1n2CCCCC1 | -5 | -0.6 | 0.3 | 9
Cc1cc(NCCO)n2c(n1)nc1ccccc12 | 10 | -0.4 | 0.0 | 6

The list goes on.
SMILES | TEAD-YAP inh | GPR151 activ | FBW7 act | MITF inh
COc1ccc(/C=N/Nc2ncnc3nc[nH]c23)cc1O | 37* | 0.0 | 0.4 | 10
CCOc1ccc(NC(=O)Cn2nnc(-c3nc(-c4ccccc4)no3)c2N)cc1 | 1 | 0.1 | -0.1 | 3
Cc1noc(C)c1CCC(=O)N1CCN(C(=O)[C@@H]2C[C@H]2c2ccc3c(c2)OCO3)CC1 | -3 | -0.2 | -0.2 | 2
O=C(O)CSCC(=O)Nc1ccccc1C(F)(F)F | 1 | -0.8 | 0.1 | 8
CC(CCC(=O)O)C1CCC2C3CC(O)C4CC(O)CCC4(C)C3CCC12C (stereo not given) | 3&7 | 2.8&1.9 | 0.0&0.0 | -35&4
O=C(Cc1ccc(Br)cc1)Nc1ncc([N+](=O)[O-])s1 | -20 | -4.9 | -0.2 | 4
CCN(CC)S(=O)(=O)c1ccc(C(=O)Nc2ccc(I)cc2)cc1 | -2 | -0.2 | -0.1 | -8
Oc1ccccc1N1CCN(c2ccc3ccccc3n2)CC1 | -22 | -2.2 | -0.1 | 15
Cc1ccc(C)c(-c2nnc(NC(=O)c3cccc([N+](=O)[O-])c3)o2)c1 | -2 | -0.8 | -0.1 | 0
COc1ccc(C(c2ccc3cccnc3c2O)N2CCOCC2)cc1 (stereo not given) | 80* | -0.8 | -0.5 | 18
COc1ccc(NC(=O)CSc2c(-c3ccccc3)[nH]c3ccccc23)c(OC)c1 | -2 | 1.2 | -0.2 | 14
O=C(N=C1N=C2C=CC=CN2Cc2ccccc21)c1cccc(F)c1 | -47 | -8.1 | -0.2 | 2
Cc1c(C(=O)N2CCC[C@@H]2[C@@H](O)c2cccs2)oc2ccccc12 | 4 | -1.2 | 0.0 | -12
COc1ccc(C2=NN(CC(=O)NC3CC3)C(=O)CC2)cc1 | -4 | 1.5 | 0.1 | 3
Cc1sc2nc(C(C)C)n3c(=O)n(CC(=O)N4CCC(C(N)=O)CC4)nc3c2c1C | 10 | -0.2 | -0.1 | 6
NS(=O)(=O)c1cccc(C(=O)OCC(=O)c2ccccc2)c1 | -38 | -0.8 | 0.0 | -4
CC(=O)N(CCCN1CCOCC1)c1nc(-c2ccc(Cl)cc2)cs1 | 6 | 0.7 | 0.2 | 22
Cc1ccc(N2C(=O)CSC2c2cccc(F)c2)cc1Cl (stereo not given) | 3 | 0.4 | 0.1 | 0
CCCCCCCOC(=O)C1=C(C)Nc2nnnn2C1c1ccc(OC)c(OC)c1 (stereo not given) | -16 | 0.5 | -0.1 | -2
CCN(CC)C(=O)C(=O)Nc1ccc(C)c(C)c1 | -29 | 1.7 | 0.1 | 2
Cc1cc(C)nc(N2CCC(CNS(=O)(=O)c3ccc(-c4ccccc4)cc3)CC2)n1 | 11 | -1.2 | 0.6 | 8
CC(C)c1ccc(OCC(=O)Nc2ccc(S(=O)(=O)N3CCCCC3)cc2)cc1 | 5 | 1.6 | 0.0 | 14
Cn1c(NCc2ccco2)nc2c1c(=O)n(Cc1ccc(Cl)cc1)c(=O)n2C | 11 | 0.2 | 0.0 | 7
CN1C(=O)N(CC(=O)NCc2ccc3c(c2)OCO3)C(=O)C12CCCCC2 | 6 | 2.3 | -0.2 | -14
CCN(CC)c1ccc(/C=N/Nc2ncnc(N)c2[N+](=O)[O-])cc1 | 91* | -9.2 | -0.7 | -13

(cont.)
SMILES | TEAD-YAP inh | GPR151 activ | FBW7 act | MITF inh
O=C(c1ccc(OC2CSC2)cc1)N1CCC2(CC1)CC(O)(c1ccc(F)cc1)CO2 (stereo not given) | -3 | -0.5 | 0.0 | -4
COc1ccc(S(=O)(=O)Nc2ccccc2C(=O)N2CCCC2)cc1Br | 2 | 1.2 | 0.3 | 14
COc1ccc2nc(NCCNC(=S)NCCCN3CCOCC3)c(C#N)cc2c1 | 3 | 0.7 | 0.3 | -1
COc1ccc(F)c(CN2CCCC(CCC(=O)N(C)CCc3ccccn3)C2)c1 (stereo not given) | 1 | -1.1 | -0.1 | 2
CCOc1ccc(CN2CCC(C(=O)NC3CCCC3)CC2)cc1 | -1 | 3.7 | -0.2 | 39
NC(=O)c1ccccc1NC(=O)COc1cc(Cl)ccc1Cl | -9 | 1.0 | -0.1 | 12
Cc1nc(Nc2ccc([N+](=O)[O-])cc2)c2c(C)c(C)sc2n1 | 18 | -0.4 | 0.3 | -1
Cc1cc(C)cc(NC(=O)C2CCN(S(=O)(=O)c3ccc4[nH]c(=O)ccc4c3)CC2)c1 | -5 | 0.1 | -0.1 | 3
O=C(CC1CC2CCC1C2)Nc1ccc(NC(=O)c2ccccn2)cc1 (stereo not given) | -39 | -0.5 | 0.0 | -1
CCNC(=O)c1c(NC(=O)c2ccccc2)sc2c1CCC(C(C)(C)C)C2 (stereo not given) | -8 | -2.0 | 0.0 | 17
CCN1CCN(C(c2cccc(OC)c2OC)c2nnnn2CCc2ccccc2)CC1 (stereo not given) | 11 | 0.4 | -0.1 | -17
O=C1C(=O)N(Cc2ccc(Br)cc2)c2c(Br)cccc21 | 2 | 0.6 | 0.0 | 24
COC(=O)c1ccc(CSc2ncccn2)cc1 | -51 | 0.5 | 0.0 | 8
COC(=O)NNC(=O)Nc1ccccc1 | 0 | 3.2 | 0.1 | 4
O=C1C(Cl)=C(NCc2ccccc2Cl)C(=O)N1C1CCCCC1 | -41 | -1.4 | -0.3 | -4
N#C/C(=C\c1cccc([N+](=O)[O-])c1)c1nn(CCO)c(N)c1C#N | -1 | -0.2 | 0.1 | 0
O=C(NCC1CCCN(Cc2ccn[nH]2)C1)c1ccc(-c2ccccc2)cc1 (stereo not given) | 2 | -1.4 | -0.1 | -2
Cc1[nH]c2ccccc2c1/C=N/NC(=O)c1cc(-c2cccc([N+](=O)[O-])c2)n[nH]1 | 13 | 1.6 | 0.0 | 17
Cc1cc(NCc2ccc(Cl)cc2)n2cnnc2n1 | 19 | -0.5 | -0.1 | 9
CCN1C(=O)NC(=O)/C(=C\c2cn(CCOc3ccc(F)cc3)c3ccccc23)C1=O | 2 | 1.6 | 0.0 | 10
CCC1(CC)Cc2ccccc2-c2nc(NCCCO)[nH]c(=O)c21 | 0 | 0.9 | 0.1 | 1
CC(Cl)C(=O)Nc1c2c(nn1C(C)(C)C)CSC2 (stereo not given) | -7 | 0.0 | 0.0 | 18
COc1cccc(C(=O)N2CCN3C(=O)[C@H](C(C)C)NC(=O)[C@H]3C2)c1 | -6 | -0.4 | -0.1 | 7
Cn1c(Nc2nc(NC3CCN(Cc4ccccc4)CC3)c3ncn(-c4ccsc4)c3n2)nc2ccccc21 | 19 | -1.0 | -0.2 | 1
COCCNC(=O)c1ccc(CNC(=O)c2ccc3c(c2)OCO3)cc1 | -8 | -1.0 | 0.2 | 9

Full records, looked up by structure:
Results for CCN1C(=O)NC(=O)/C(=C\c2cn(CCOc3ccc(F)cc3)c3ccccc23)C1=O → TEAD-YAP inh: 2; GPR151 activ: 1.6; FBW7 act: 0.0; MITF inh: 10
Results for Cc1cc(C)cc(NC(=O)C2CCN(S(=O)(=O)c3ccc4[nH]c(=O)ccc4c3)CC2)c1 → TEAD-YAP inh: -5; GPR151 activ: 0.1; FBW7 act: -0.1; MITF inh: 3

Other records
SMILES | TEAD-YAP inh | GPR151 activ | FBW7 act | MITF inh
CC(C)(C)OC(=O)N1CCC(C(=O)N2CCCC2)CC1 | 11 | -0.1 | 0.1 | -3
CCC(C)NC(=O)C(Cc1ccccc1)NS(=O)(=O)c1ccc(Cl)cc1 (stereo not given) | 3 | -1.6 | 0.3 | 12
Cc1nn(C)c(C)c1-c1cncc(C(=O)NCc2nc3ccccc3[nH]2)c1 | 4 | 3.3 | 0.1 | 9
CCOC(=O)c1ccc(N2C(=O)CC(Nc3ccc(N4CCOCC4)cc3)C2=O)cc1 (stereo not given) | -1 | 2.4 | 0.0 | -1
CCOc1ccc(S(=O)(=O)N(CC)CC(=O)NC(C)C)cc1 | 2 | -0.4 | 0.3 | 8
COCCSc1ccccc1C(=O)Nc1cc([N+](=O)[O-])ccc1C | 12 | -0.3 | 0.4 | 9
Cc1cc(C(=O)N2CCC(C(F)(F)F)n3nccc32)on1 (stereo not given) | -2 | 0.3 | 0.8 | 15
Cc1ccc(/C=N/NC(=O)C2COc3ccccc3O2)o1 (stereo not given) | 16 | 1.2 | 0.1 | 4
CCN(CC)C(=O)Cn1cnc2sc(C)c(C)c2c1=O | 2 | -0.5 | 0.6 | 2
Cc1onc(-c2c(F)cccc2Cl)c1C(=O)OCC(=O)NC(N)=O | -3 | -0.3 | 0.0 | -4
CC1=C(C(=O)Nc2ccccc2)C(c2cccs2)C(C#N)=C(SCC(=O)Nc2ccc(I)cc2)N1 (stereo not given) | 7 | -0.8 | -0.1 | 1
CCc1[nH]nc2c1C(C1CCCCC1)C(C#N)=C(N)O2 (stereo not given) | 13 | 0.2 | 0.3 | -2
COCCN1C(=O)CC(C(=O)OC)C12CCN(C(=O)c1csc(C(C)C)n1)CC2 (stereo not given) | 2 | 3.3 | 0.0 | -4
Cc1ccc(NC(=O)c2ccc(C(=O)Nc3ccc(C)cc3Br)cc2)c(Br)c1 | -1 | -0.4 | 0.0 | 2
C=CCOC(=O)C1=C(C)NC(SCC(=O)Nc2c(C)cccc2C)=C(C#N)C1c1ccc(O)c(OC)c1 (stereo not given) | -2 | 0.7 | 0.1 | 10

Quoted from the listing, 3 compounds:
SMILES | TEAD-YAP inh | GPR151 activ | FBW7 act | MITF inh
CC1=C(C(=O)Nc2ccccc2)C(c2cccs2)C(C#N)=C(SCC(=O)Nc2ccc(I)cc2)N1 (stereo not given) | 7 | -0.8 | -0.1 | 1
CCc1[nH]nc2c1C(C1CCCCC1)C(C#N)=C(N)O2 (stereo not given) | 13 | 0.2 | 0.3 | -2
COCCN1C(=O)CC(C(=O)OC)C12CCN(C(=O)c1csc(C(C)C)n1)CC2 (stereo not given) | 2 | 3.3 | 0.0 | -4

Rewritten with values under each structure: part of the list above
Each structure is followed by: TEAD-YAP inh	GPR151 activ	FBW7 act	MITF inh
- CCOc1ccc(S(=O)(=O)N(CC)CC(=O)NC(C)C)cc1
→ 2	-0.4	0.3	8
- CCN(CC)C(=O)Cn1cnc2sc(C)c(C)c2c1=O
→ 2	-0.5	0.6	2
